# NCF1 inh = inhibitors of human p47phox binding. p47phox/p22phox peptide binding, fluorescence polarization, 2 h. inhibition, % at 24.7 µM. actives 0.53% (n = 220,000). AID 1274;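 active means inhibition above about 30%, limit read from the data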;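 further: 0% = p47phox with labelled peptide and 100% = labelled peptide alone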
# Target sequence (P14598 whole entry, looked up): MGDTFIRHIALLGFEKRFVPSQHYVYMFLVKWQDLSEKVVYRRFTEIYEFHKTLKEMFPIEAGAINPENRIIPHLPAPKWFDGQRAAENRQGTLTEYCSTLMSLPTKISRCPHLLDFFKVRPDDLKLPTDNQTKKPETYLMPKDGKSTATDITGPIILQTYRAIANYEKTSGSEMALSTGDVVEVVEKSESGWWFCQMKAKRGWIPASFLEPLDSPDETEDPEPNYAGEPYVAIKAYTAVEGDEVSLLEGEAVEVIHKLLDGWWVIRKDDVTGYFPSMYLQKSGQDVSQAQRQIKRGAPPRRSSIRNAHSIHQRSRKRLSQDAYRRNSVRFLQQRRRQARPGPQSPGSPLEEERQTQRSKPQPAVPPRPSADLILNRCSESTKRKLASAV
# m-calpain inh = inhibitors of pig calpain II | inhibition, % at 16 µM | actives 0.37% (n = 220,000) | purified calpain II, fluorogenic peptide substrate, 30 min;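 active means inhibition above about 50%, limit read from the data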
# TbHK1 inh = blocks Trypanosoma brucei hexokinase 1 activity. recombinant TbHK1, G6PDH-coupled NADH A340. inhibition, % at 10 µM. actives 0.11% (n = 220,000). AID 1430;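 active means inhibition of 50% or more in the single-dose primary screen; inactive means inhibition below 50%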
# Furin inhibitor = blocks human furin protease activity | P09958 | purified furin, fluorogenic substrate cleavage | inhibition, % at 30 µM | actives 0.061% (n = 220,000) | AID 463115; in the data active means inhibition above about 25%; further: inactives centre near -15
# p97 ATPase inh = inhibitors of human p97 ATPase; actives 0.42% (n = 220,000); recombinant p97 ATPase, Kinase-Glo ATP luminescence, 3 h; P55072; AID 1481; inhibition, % at 8 µM; in the data active means inhibition above about 15%;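 further: 0% = DMSO vehicle and 100% = wells lacking enzyme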
# EBV gp42 inh = EBV gp42 inhibition; Q1HVG2; Fluorescence polarization binding assay, mP read-out; inhibition, % (tested at 21.74 µM); actives 0.42% (n = 220,000); AID 1085; in the data active means inhibition above about 50%
# Target sequence (Q1HVG2 whole entry, looked up): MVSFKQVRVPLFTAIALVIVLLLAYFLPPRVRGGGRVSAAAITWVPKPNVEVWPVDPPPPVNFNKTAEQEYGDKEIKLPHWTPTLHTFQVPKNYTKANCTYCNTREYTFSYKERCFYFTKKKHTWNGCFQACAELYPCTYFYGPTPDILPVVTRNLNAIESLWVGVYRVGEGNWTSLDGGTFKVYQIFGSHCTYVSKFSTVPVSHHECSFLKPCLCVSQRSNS
# Runt-CBFb FRET = inhibitors of human RUNX1 Runt domain binding to CBFb | Q01196+Q13951 | Cerulean-Runt/Venus-CBFb FRET ratio 530/480, 1 h | actives 0.46% (n = 220,000) | inhibition, % at 20 µM | AID 1496;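 active means inhibition over about 50% at 20 µM in the single-dose screen, limit read from the data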;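 further: 0% = DMSO wells and 100% = excess unlabeled CBFb competitor control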
#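 test system = Cerulean-Runt domain fusion protein, energy donor | probe or stimulus = Venus-CBFb binding partner, 100 nM | incubation = two 1 h room-temperature incubations shielded from light | detection = fluorescence energy transfer, 422 nm excitation, 530/480 nm emission | measure = loss of energy transfer signal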
# RBBP9 inhibitor = inhibitors of human serine hydrolase RBBP9. recombinant RBBP9, FP-Rh probe fluorescence polarization. AID 1515. inhibition, % at 7.94 µM. actives 0.2% (n = 220,000). O75884;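 active means inhibition above the campaign mean of all tested compounds plus 3 SD, cut at about 14% in these data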;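 further: plate controls were DMSO wells with RBBP9 for no effect and wells lacking RBBP9 protein for full effect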
# Target sequence (O75884 whole entry, looked up): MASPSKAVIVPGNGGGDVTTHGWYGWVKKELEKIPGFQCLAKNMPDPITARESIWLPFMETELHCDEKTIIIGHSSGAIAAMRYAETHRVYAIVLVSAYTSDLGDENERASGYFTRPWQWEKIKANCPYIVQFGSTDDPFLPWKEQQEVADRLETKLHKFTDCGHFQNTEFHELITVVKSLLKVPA
#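 System: RBBP9 protein / Quantity: 2.5 µM RBBP9 dispensing solution, before mixing / Also added: Serine-hydrolase probe FP-Rh, 375 nM pre-mixing / Dosing: 7.94 µM single dose, 0.794% DMSO / Timing: enzyme-compound preincubation 30 min, then probe labeling 45 min, 25 °C / Signal: FP readout at 525/598 nm / Controls: DMSO-treated enzyme wells and wells lacking RBBP9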
# Runt-SMMHC FRET = blocks binding of human RUNX1 Runt domain to CBFb-SMMHC | Q01196+Q13951 | Cerulean-Runt/Venus-CBFb-SMMHC FRET ratio 530/480, 1 h | inhibition, % at 20 µM | actives 0.74% (n = 220,000) | AID 1434;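 active means mean inhibition across duplicate retests at 20 µM reaching about 50%, limit read from the data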;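 further: 0% = DMSO wells and 100% = wells with excess untagged CBFb-SMMHC; inhibitors lower the FRET ratio by blocking Runt binding to CBFb-SMMHC; some results filed as inactive read as strong as hits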
# Starred values were filed as active, the others as inactive; . = not tested or not shown; & = joins results of further samples; [ ] = dose if it differs, or a comment. These rows are one share of the data, so the mix of outcomes need not match the whole.
SMILES,NCF1 inh,m-calpain inh,TbHK1 inh,Furin inhibitor,p97 ATPase inh,EBV gp42 inh,Runt-CBFb FRET,RBBP9 inhibitor,Runt-SMMHC FRET
CC(CO)(CO)N=Cc1c(O)n(-c2cccc3ccccc23)c(=O)[nH]c1=O,1,-19,-6,-18[20 µM],-5,-8,2,0,2
COC(=O)C1C=C2c3cccc4[nH]cc(c34)CC2N(C)C1 (centres undefined),-1,-49,-20,-10,7,114*,-60,21*,-134
CNCC1(c2ccccc2)CCCC1,-2,1,3,-4[20 µM],1,4,2,-9,-2
Cc1ccc2c(c1)N(N=O)CCC2,-10,2,0,-27,3,0,-1,-2,-6
CCN(CC)C(=O)c1ccc(NC(=O)Cn2nc(C)c3ccccc3c2=O)cc1,-9,12,-2,-15,-4,6,0,-6,0
CC(C)=CCOc1c2occc2cc2ccc(=O)oc12,-1,24,-5,-15,-4,-8,-2,-13,4
C(=NC12CN3CN(CN(C3)C1)C2)c1cccs1,-68,15,0,-22[20 µM],0,-8,.,10,0
CCCCCCCSc1cc(OC)c(CCNC)cc1OC,1,-4,13,-22[20 µM],4,1,-8,-2,0
CCCCC(=O)N/N=C/c1c(O)n(CCC2=CCCCC2)c(=O)[nH]c1=O,-32,15,-5,-7,3,-15,-2,-3,1
COc1ccccc1N1CCN(Cc2ccccc2Cl)CC1,-4,14,3,-11,-3,2,3,-9,-2
CN1CCN(c2nc3ccccc3o2)CC1,-1,-5,-8,-14,5,-13,4,3,-1
N=C1c2ccccc2CN1c1cccc([N+](=O)[O-])c1,-18,-5,2,-29,5,-10,0,2,2

# 2 of these compounds, reformatted.
smiles	NCF1 inh	m-calpain inh	TbHK1 inh	Furin inhibitor	p97 ATPase inh	EBV gp42 inh	Runt-CBFb FRET	RBBP9 inhibitor	Runt-SMMHC FRET
COC(=O)C1C=C2c3cccc4[nH]cc(c34)CC2N(C)C1 (centres undefined)	-1	-49	-20	-10	7	114*	-60	21*	-134
CNCC1(c2ccccc2)CCCC1	-2	1	3	-4[20 µM]	1	4	2	-9	-2

# Additional compounds
SMILES,NCF1 inh,m-calpain inh,TbHK1 inh,Furin inhibitor,p97 ATPase inh,EBV gp42 inh,Runt-CBFb FRET,RBBP9 inhibitor,Runt-SMMHC FRET
N#CC1(c2ccccc2)CCN(C2CC(=O)N(c3ccc4c(c3)OCO4)C2=O)CC1 (centres undefined),3,-7,-3,-35,0,-3,-2,-9,1
CN1CCc2nc(SCc3cccc(Br)c3)c(C#N)cc2C1,-4,-6,-6,-10,3,-8,14,-14,1
Cc1cccc(N2C(=O)CC(=O)NC2=O)c1,-6,-9,-3,1[20 µM],3,-22,-4,4,-1
COC(=O)C(c1ccccc1)N1CCCCCC1 (centres undefined),-10,-9,-4,-15[20 µM],-2,-13,-1,-4,0
Fc1ccc2c(c1)nnn2C1CCN(Cc2nnnn2C2CCCCC2)CC1,-9,-23,7,-5,5,-9,-2,4,-13
O=c1[nH]c(=O)n(C2CCCCC2)c(O)c1/C=N/N1CCCCC1c1cccnc1 (centres undefined),-1,-1,-6,-3,4,0,1,-6,4
COc1ccc(Cl)cc1NC1=NCC(C)S1 (centres undefined),-8,41,-1,-13[20 µM],-7,-12,-1,-1,3
CCc1nnc(NS(=O)(=O)c2ccc(N=Cc3c(O)n(-c4ccccc4)c(=O)[nH]c3=O)cc2)s1,0,-3,-1,-18,-3,-4,-6,1,-29
CC(=O)Cc1c[nH]c2ccccc12,-8,-17,-7,-22,6,-11,-1,0,3
CC(C)OP(=O)(OC(C)C)C(O)c1ccc(Br)cc1 (centres undefined),-17,-4,-8,-20,1,-16,2,-2,1
C=CCN1CC[C@]23c4c5ccc(O)c4OC2C(=O)CC[C@@]3(O)C1C5 (some centres undefined),-6,-8,6,-27,2,-5,2,0,-1
CNC(=O)Oc1ccc(N(C)C)cc1C(C)C,5,12,-5,-20,11,-12,12,3,-2
Cc1c(C=O)c2ccccc2n1Cc1ccc(F)cc1,3,8,-4,-22,6,-21,-2,3,0
O=C(Cc1ccccc1)NC(Cc1ccc(Cl)cc1)C(=O)O (centres undefined),-7,-25,-8,-12,-2,4,1,-3,1
CC(C)N1OC2CC1c1nc3ccccc3n1C2 (centres undefined),-2,11,0,-15,.,2,2,.,-1
CCC/C(=N\O)c1c[nH]c2ccccc12,-8,-16,4,-10,0,-12,-2,-6,-2
CCc1ccc2c(CN3CC=C(c4ccccc4)CC3)cc(=O)oc2c1,-17,24,-3,-7,-2,-9,2,-4,0
CN1CCN(c2ccc(C=O)cc2)CC1,-19,-11,-44,-17[20 µM],2,-6,-1,7,1
O=c1c2ccccc2nc(-c2cccs2)n1-c1ccccc1,-9,10,-11,-6[20 µM],0,-4,-2,4,-2
O=C(Nc1cccc(OC(=O)N2CCCCC2)c1)N1CCCCC1,-13,27,-4,-21,-2,-4,0,-4,-1
COc1ccc(OCC#CCN2CCC(C)CC2)cc1,1,0,-3,-12,0,-6,2,1,-3
O=C1NC(=O)N(c2ccccc2)C(=O)/C1=C/C=C/c1ccco1,-47,29,1,14,-3,-178,3,-11,-30
CCOP(=O)(OCC)C(NC(=O)c1ccccc1C)C(Cl)(Cl)Cl (centres undefined),-2,-17,4,-11,1,-26,1,-3,-4
CN(C)C=C1C(=O)N(C2CCCCC2)C(=O)N(C2CCCCC2)C1=O,-11,-98,4,-26,1,-18,-4,-9,-6
O=c1[nH]c(=O)n(-c2ccccc2)c(O)c1/C=C/C=Nc1ccccc1,-97,-2,-47,8,3,-313,46,-11,60*
O/N=C1\CCC2CN(C3CCCCC3)CC2C1 (centres undefined),-3,-13,-2,-14,-1,-25,0,-3,-4
CCn1c(=O)cc(OCC(=O)N2CCN(Cc3ccc4c(c3)OCO4)CC2)c2ccccc21,10,-25,-6,-22,-6,-4,-1,-9,1
Cc1cc(/C=C2\C(=O)NC(=O)N(c3ccc(F)cc3)C2=O)c(C)n1-c1ccc(C(=O)O)cc1,-10,-5,-11,-7,6,-18,9,-10,-9
Cc1ccc(-n2c(O)c(/C=N/N3CCCCCC3)c(=O)[nH]c2=O)cc1C,-8,25,-11,-11,-2,-3,2,-8,2
O=c1[nH]c(=S)n(-c2ccccc2F)c(O)c1C=Nc1ccc(N2CCOCC2)cc1,-55,-31,-13,-10,5,31,-44,0,-104
COc1ccc2c(CCN)c[nH]c2c1,-18,-23,6,-22[20 µM],5,-7,-1,-13,-1
O=S(=O)(c1ccc(F)cc1)N1CCCCC1c1cccnc1 (centres undefined),-2,3,-14,-20,0,1,0,0,0
c1ccc(CNC2=NCCS2)cc1,9,22,-3,-19[20 µM],9,-9,1,-4,-8
N#Cc1c(/N=C/C2C(=O)NC(=S)NC2=O)sc2c1CCCC2,-170,-17,-3,-12,5,-15,36,-3,35
OCC[N+]12CCC(CC1)C(C(O)(c1ccccc1)c1ccccc1)C2 (centres undefined),-7,-21,3,-16,4,-8,0,-5,-1
O=C(O)c1cccc2c1NC(C(=O)O)C1CC(Sc3ccccc3[N+](=O)[O-])C(Cl)C21 (centres undefined),27,-255,-2,-18,11,15,43,6,31
CCCCCSc1cc(OC)c(CCN(C)C)cc1OC,-4,2,5,4[20 µM],-4,-23,-4,-9,-6
CC(C)OC(=O)C1C2c3ccccc3C(c3ccccc32)C1C(=O)O (centres undefined),-6,-24,-7,-21,6,2,.,-5,.
CN1C(=O)C(Cc2cccc3ccccc23)C(=O)N(C)C1=O,-3,18,3,-6[20 µM],5,-7,1,0,-2
CCCCN1C(=O)NC(=O)C2(Cc3ccccc3N3CCOCC32)C1=O (centres undefined),-13,9,-2,23[20 µM],7,-16,-3,3,0
Cc1cc(C(=O)Nc2ccc3c(c2)OCCO3)nn1C(C)(C)C,-10,-7,-7,-21,0,-20,3,-3,2
O=[N+]([O-])/C=C1\NCCN1Cc1ccc(Cl)nc1,-4&-18,-9&4,-16&-34,-8&-6,4&13,2&17,2&-1,3&1,1&-2
CC12CC[C@H]3[C@@H](CCC4(O)C[C@H](O)CCC34/C=N/NC(=O)c3ccc(O)cc3)C1(O)CCC2C1=CC(=O)OC1 (some centres undefined),-5,-13,-8,-10,6,-2,2,-8,-4
C=CC1CN2CCC1CC2C(OC(C)=O)c1ccnc2ccc(OC)cc12 (centres undefined),-9,-11,-11,-23,3,-11,-2,3,4
O=C(CCCCCn1c(=S)[nH]c2ccccc2c1=O)N1CCC2(CC1)OCCO2,3,13,2,-1,-7,-5,3,-8,-2
N#CC1(c2ccccc2)CCN(C2CC(=O)N(c3cccc(F)c3)C2=O)CC1 (centres undefined),-4,-8,1,-26,1,-10,0,1,3
N#CC(C#N)=Cc1cccnc1,-7,-4,-2,-24,8,-13,3,-10,2
O=C1CN=C(c2ccccc2)c2ccccc2N1Cc1ccc(C(F)(F)F)cc1,-4,-8,0,-10[20 µM],-3,-2,-2,3,-2
Cc1ccc(Cn2nnnc2CN2CCC(n3nnc4cc(C(F)(F)F)ccc43)CC2)cc1,-11,-6,0,-3,-1,-40,-8,-2,-7
Cc1ccc(CS(=O)(=O)Cc2ccc(C(=O)N3CCC4(CC3)OCCO4)o2)cc1,-9,-34,1,-14,6,0,-1,-8,-10
CC(=O)Nc1nc(CCl)cs1,-2,45,6,-25,6,-24,3,4,4
COc1cc(OC)c(OC)cc1/C=C1/C(=O)NC(=O)N(Cc2ccccc2)C1=O,-13,-3,-19,-21,-1,-3,2,-8,1
O=C(Oc1ccc([N+](=O)[O-])cc1)N1CCC(N2CCCCC2)CC1,-1,4,-2,-14,5,-6,-1,3,-2
N#Cc1ccc(N2CCNCC2)c(F)c1,3,-5,2,-21,4,-7,1,-1,3
CCOP(=S)(OCC)N1CCOCCOCCN(P(=S)(OCC)OCC)CCOCCOCC1,-6,-19,-9,-11,-4,-14,-7,-5,-6
CCNC(=O)C1OC(n2cnc3c(N)ncnc32)C(O)C1O (centres undefined),.,.,5,-7,12,.,.,-6,.
CCOP(=O)(OCC)C(O)c1ccc(N(C)C)cc1 (centres undefined),-15,-4,-4,-15,5,-27,2,1,0
CCN(CC)c1ccc(/C=C2\C(=O)NC(=O)N(Cc3ccco3)C2=O)cc1,126*,8,-33,-8,1,-112,38,-7,18
c1ccc2nc(OCCN3CC3)ccc2c1,6,-15,-6,-18,-2,-8,-2,-1,-2
Cc1ccc(C(C)C)c(OCC(=O)N2CCN(Cc3nc4cc([N+](=O)[O-])ccc4n3C)CC2)c1,-16,19,25,11,-7,6,-6,-10,-2
CN1CCN(Cc2ccc(OC(F)(F)F)cc2)CC1,0,-40,-4,-3[20 µM],-6,-8,2,-16,2
O=C1NC(=O)C2(Cc3ccccc3N3CCCC32)C(=O)N1c1ccc(Cl)cc1 (centres undefined),-12,1,1,-20,4,-6,7,-7,8
Clc1cc(Cl)cc(NC2=NCCS2)c1,-7,-7,-7,-12,3,-14,0,-3,0

# By substructure: those above containing a COOH group
SMILES,NCF1 inh,m-calpain inh,TbHK1 inh,Furin inhibitor,p97 ATPase inh,EBV gp42 inh,Runt-CBFb FRET,RBBP9 inhibitor,Runt-SMMHC FRET
O=C(Cc1ccccc1)NC(Cc1ccc(Cl)cc1)C(=O)O (centres undefined),-7,-25,-8,-12,-2,4,1,-3,1
Cc1cc(/C=C2\C(=O)NC(=O)N(c3ccc(F)cc3)C2=O)c(C)n1-c1ccc(C(=O)O)cc1,-10,-5,-11,-7,6,-18,9,-10,-9
O=C(O)c1cccc2c1NC(C(=O)O)C1CC(Sc3ccccc3[N+](=O)[O-])C(Cl)C21 (centres undefined),27,-255,-2,-18,11,15,43,6,31
CC(C)OC(=O)C1C2c3ccccc3C(c3ccccc32)C1C(=O)O (centres undefined),-6,-24,-7,-21,6,2,.,-5,.

# Compound activity from PubChem BioAssay.
